Rv3671c inh = Rv3671c serine protease inhibitors, primary screen, biochemical, fluorescence polarization, M. tuberculosis H37Rv | hit rate 0.048% among 320,000 | AID 2606, 2010 | inhibition, % at 5.96 µM | P9WHR9; in the data active = inhibition above about 38%;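 also: extracellular domain of Rv3671c used as enzyme; 0% = enzyme with DMSO and 100% = no enzyme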
Target sequence (P9WHR9 whole entry, looked up, the tested form may be a part): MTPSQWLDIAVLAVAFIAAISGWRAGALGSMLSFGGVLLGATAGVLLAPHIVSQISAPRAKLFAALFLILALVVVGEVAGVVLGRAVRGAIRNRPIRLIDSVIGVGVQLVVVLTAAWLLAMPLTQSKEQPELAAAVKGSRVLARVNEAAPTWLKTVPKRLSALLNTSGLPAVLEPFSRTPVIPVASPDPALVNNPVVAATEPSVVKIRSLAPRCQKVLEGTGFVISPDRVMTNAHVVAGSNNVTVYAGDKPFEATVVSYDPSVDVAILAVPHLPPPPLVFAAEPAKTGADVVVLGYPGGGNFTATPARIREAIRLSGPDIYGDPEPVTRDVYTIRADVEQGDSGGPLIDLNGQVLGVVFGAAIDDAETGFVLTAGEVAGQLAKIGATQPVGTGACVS
MazEF act = activators of E. coli MazEF toxin-antitoxin RNase, primary screen, biochemical, fluorescence, uHTS. Endoribonuclease toxin MazF (Escherichia coli (strain K12)), P0AE70. FAM/BHQ RNA-DNA oligo cleavage fluorescence, 5 h. activation, % at 20 µM. hit rate 0.32% among 350,000; in the data active = activation above about 50%
Target sequence (P0AE70 whole entry, looked up): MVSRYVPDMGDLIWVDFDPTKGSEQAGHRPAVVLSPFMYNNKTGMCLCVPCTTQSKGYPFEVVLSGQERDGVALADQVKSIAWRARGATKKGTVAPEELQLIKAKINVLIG
GDH-TPI counter = GDH-TPI coupling enzyme inhibitors, primary screen, artefact control for M. tuberculosis FBA inhibitor project, biochemical, absorbance, full deck | GDH-TPI coupled enzyme counterscreen, NADH absorbance | inhibition, % at 4.8 µM | hit rate 1.2% among 360,000; in the data active = inhibition above about 30%;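 also: 0% = DMSO wells and 100% = wells lacking the enzyme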
FBA Mtb inh = Mtb FBA enzyme inhibitors, primary screen, biochemical, fluorescence, strain H37Rv; purified M. tuberculosis FBA, fluorescence read-out; hit rate 2.3% among 360,000; inhibition, % at 1 µM; AID 588726, 2011; Fructose-bisphosphate aldolase (Mycobacterium tuberculosis (strain ATCC 25618 / H37Rv)), …; in the data active = inhibition above about 27%;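 also: 0% = vehicle and 100% = reference inhibitor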
BioA inh = M. tuberculosis BioA enzyme inhibitors, primary screen, biochemical, plate reader, single point, HTS; 7,8-diaminopelargonic acid synthase BioA (Mycobacterium tuberculosis); purified M. tuberculosis BioA enzyme; inhibition, % at 9.99 µM; hit rate 0.096% among 360,000; in the data active = inhibition above about 40%; inconclusive = no clear call, values can overlap the other calls
FadD28 FP inh = inhibitors of FadD28 bisubstrate probe binding, primary screen, biochemical, fluorescence polarization, single point | Mycobacterium tuberculosis FadD28 fatty-acid-AMP ligase | inhibition, % at 12.5 µM | hit rate 0.22% among 360,000 | AID 588549, 2011; in the data active = inhibition above about 8.5%, passing the limit was not always enough; inconclusive = no clear call, values can overlap the other calls
BoNT-F LC inh = BoNT/F light chain protease inhibitors, primary screen, biochemical, flow cytometry, MLPCN library. AID 588497, 2011. hit rate 0.22% among 360,000. Multiplex microsphere protease cleavage assay. inhibition, % at 10 µM; in the data active = inhibition above about 35%, passing the limit was not always enough; inconclusive = no clear call, values can overlap the other calls; also: plate controls were buffer without enzyme for full effect and enzyme alone for no effect
Mtb UGM inh = M. tuberculosis UGM enzyme inhibitors, primary screen, biochemical, fluorescence polarization, single point; UDP-galactopyranose mutase (Mycobacterium tuberculosis (strain ATCC 25618 / H37Rv)), …; purified UGM, fluorescence polarization probe displacement; inhibition, % at 10 µM; hit rate 0.06% among 320,000; AID 504406, 2011; in the data active = inhibition above about 10%, passing the limit was not always enough; inconclusive = no clear call, values can overlap the other calls
Target sequence (P9WIQ1 whole entry, looked up): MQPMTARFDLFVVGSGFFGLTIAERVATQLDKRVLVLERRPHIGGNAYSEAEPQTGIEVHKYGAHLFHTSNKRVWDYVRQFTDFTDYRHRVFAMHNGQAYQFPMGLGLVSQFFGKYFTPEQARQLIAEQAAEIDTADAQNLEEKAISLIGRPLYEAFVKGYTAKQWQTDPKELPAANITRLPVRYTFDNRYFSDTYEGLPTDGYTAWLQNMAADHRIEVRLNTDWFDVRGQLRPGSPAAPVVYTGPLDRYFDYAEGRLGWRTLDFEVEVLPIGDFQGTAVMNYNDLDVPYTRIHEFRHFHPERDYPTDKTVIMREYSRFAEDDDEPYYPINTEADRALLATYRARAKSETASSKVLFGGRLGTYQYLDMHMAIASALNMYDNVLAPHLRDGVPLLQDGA
PrPC TRFRET = inhibitors of human cell surface prion protein PrPC, primary screen, cell-based, TR-FRET; AID 720596, 2013; TR-FRET read-out; hit rate 0.43% among 370,000; inhibition, % at 13.8 µM; Major prion protein (Homo sapiens), P04156; in the data active = inhibition above about 24%; also: 0% = median of the test wells and 100% = reference compound wells
An asterisk follows results filed as active; ? = inconclusive; . = no result given; & = joins results of further samples.

SMILES	Rv3671c inh	MazEF act	GDH-TPI counter	FBA Mtb inh	BioA inh	FadD28 FP inh	BoNT-F LC inh	Mtb UGM inh	PrPC TRFRET
O=C(Nc1ccccc1)c1ccc(Nc2c([N+](=O)[O-])cc([N+](=O)[O-])c3ccccc23)cc1	6	2	8	1	.	-1.8	-1	1.9	1
COc1ccc(S(=O)(=O)NCC2CCCN(C(=O)c3occc3C)C2)cc1 (stereo not given)	-6	2	1	-5	.	-0.5	1	-3.7	9
O=C(Cc1ccccc1[N+](=O)[O-])N1CCc2ccccc2C1	7	5	0	-1	.	-0.1	16	-0.2	-10
O=C(c1cccc(NS(=O)(=O)c2cccc([N+](=O)[O-])c2)c1)N1CCOCC1	-7	0	4	156*	-2.3	-0.4	-6	-0.6	-17
CCCCn1nc(C(=O)N(C)C2CCCCC2)c2ccccc2c1=O	-7	9	-5	-1	0.5	-3.0	-7	0.8	2
Cc1ccc(-n2ncc3c2CC(C)(C)CC3NC(=O)CCc2c(C)noc2C)cc1 (stereo not given)	.	-2	14	4	4.7	-0.7	2	-2.4	1
CC(=O)c1c(OC(=O)c2cccc(Cl)c2)c2ccccc2n1C	11	1	-6	-1	.	-4.3	?	0.9	7
COc1ccccc1NC(=O)CSc1nnc(C)o1	-5	4	-3	2	-4.7	-2.7	-2	-0.9	-3
O=S(=O)(NCCc1ccncc1)c1ccc(F)cc1	-7	4	5	4	-1.2	0.3	-11	1.3	0
O=C(NC(=S)Nc1ccccc1Br)C1CCCC1	-6	4	4	0	0.7	-4.0	-2	-0.9	10
CC1CCN(C(=O)CSc2nnc(Cc3cc(=O)[nH]c(=O)[nH]3)n2-c2ccc(Cl)cc2)CC1	-2	-4	-6	3	-0.5	-0.2	-8	2.0	3
CCNC(=O)CN(CCc1ccccc1)S(C)(=O)=O	0	3	0	2	2.4	-2.5	-12	2.0	-1
CC(=O)N1CCN(S(=O)(=O)c2cccc(C(=O)Nc3cc(C(F)(F)F)ccc3N3CCOCC3)c2)CC1	-13	6	4	3	4.3	-1.5	0	1.2	-2
O=C1[C@H]2[C@@H](C(=O)N1c1cccc3ccccc13)C1(C(=O)c3ccccc3C1=O)N1CCC[C@@H]21	-3	0	10	-4	-1.0	-2.6	5	-3.7	7
CC(C)(C)OC(=O)N(CCc1ccccc1)Cc1ccc(OCc2cccc(NC(=O)/C=C/c3ccccc3)c2)cc1	.	-7	36*	2	-3.8	-0.3	1	.	12
CCNC(=O)COC(=O)CCC(=O)c1ccc(F)cc1	3	14	10	0	-0.4	-4.0	-4	5.5	-6
CCSc1cnnc2ccccc12	.	-3	24	0	0.1	0.0	-1	.	-5
CCCCCCOC(=O)c1ccc(NC(=O)c2cc(OC)c(OC)c(OC)c2Br)cc1	-21	5	5	-3	.	-1.4	-1	-1.6	-2
CC(=O)Nc1ccc(NC(=O)CSc2nnc(NC(=O)C3CC(=O)N(c4ccc(F)cc4)C3)s2)cc1 (stereo not given)	-2	-3	1	-2	-0.9	-3.1	-1	3.4	-1
O=C(CN1C(=O)CSc2ncccc21)Nc1cccc(Cl)c1	-7	-31	10	6	1.8	-3.8	-2	-1.1	7

Fetched by compound from above (four):
SMILES	Rv3671c inh	MazEF act	GDH-TPI counter	FBA Mtb inh	BioA inh	FadD28 FP inh	BoNT-F LC inh	Mtb UGM inh	PrPC TRFRET
O=C(c1cccc(NS(=O)(=O)c2cccc([N+](=O)[O-])c2)c1)N1CCOCC1	-7	0	4	156*	-2.3	-0.4	-6	-0.6	-17
CC(C)(C)OC(=O)N(CCc1ccccc1)Cc1ccc(OCc2cccc(NC(=O)/C=C/c3ccccc3)c2)cc1	.	-7	36*	2	-3.8	-0.3	1	.	12
COc1ccc(S(=O)(=O)NCC2CCCN(C(=O)c3occc3C)C2)cc1 (stereo not given)	-6	2	1	-5	.	-0.5	1	-3.7	9
Cc1ccc(-n2ncc3c2CC(C)(C)CC3NC(=O)CCc2c(C)noc2C)cc1 (stereo not given)	.	-2	14	4	4.7	-0.7	2	-2.4	1

Further structures follow:
SMILES	Rv3671c inh	MazEF act	GDH-TPI counter	FBA Mtb inh	BioA inh	FadD28 FP inh	BoNT-F LC inh	Mtb UGM inh	PrPC TRFRET
CCCCN1C[C@H](c2ccc(OC)cc2)[C@@H](CC(=O)Nc2ccc(OC)cc2)C1=O	.	9	10	0	0.1	-1.1	3	.	-9
CC(C)(C)c1ccc(/C=C/C(=O)O)s1	-4	0	11	4	-1.0	-0.1	-2	0.5	2
CCN1C(=O)c2cccc3c(S(=O)(=O)N(C(=O)c4cccnc4)c4ccc(OC)cc4)ccc1c23	-8	-5	16	6	1.4	-2.3	-4	0.6	3
O=c1nc2s/c(=C\c3ccco3)c(=O)n2nc1Cc1ccc(F)cc1	-12	2	6	4	-0.8	-1.2	-4	1.0	-2
COCCCNC(=S)N/N=C/c1ccc(N(C)C)cc1	8	4	15	48*	.	-3.3	-4	-2.9	-2
CCN(CC)C(=O)C(C)OC(=O)COc1ccc(Cl)cc1C (stereo not given)	4	4	10	0	-0.8	0.4	-2	-1.3	1
Cc1ccccc1-n1c(O)c(C(c2ccncc2)c2c(O)n(-c3ccccc3C)c(=O)[nH]c2=O)c(=O)[nH]c1=O	-2&-8	4&5	-2&7	1&-5	-0.3&-1.3	-1.3&-0.3	?	3.8&-1.5	2&-1
O=C(CN1CCCC1)N1c2ccccc2Sc2ccc(Cl)cc21	.	3	11	-2	0.9	-0.5	?	1.0	5
O=C(CCSc1ccccc1)NC(=O)COC(=O)C1CCCCC1	-3	-5	5	-2	.	-1.2	-5	3.8	1
CC1CN(S(=O)(=O)c2ccc(C(=O)Nc3nncs3)cc2)CC(C)O1 (stereo not given)	2	0	8	-2	-0.2	.	-1	-0.2	-2
Cc1ccc(-c2cc(NC(=O)CSc3n[nH]c(N)n3)n(-c3ccccc3)n2)cc1	-5	-4	5	2	0.7	0.9	4	3.4	-4
O=[N+]([O-])c1ccc(-c2nnc(CNC3CCCC3)o2)cc1	-2	10	-5	0	0.0	-4.1	-10	-1.1	-49
CCCOc1ccccc1N/C(N)=N/c1nc(C)cc(C)n1	4	-1	-9	-1	.	-2.2	0	-1.8	-1
COc1ccc(NC(=O)COC(=O)CCCC2=NS(=O)(=O)c3ccccc3N2)cc1	7	-4	-7	4	-2.1	-0.8	6	-0.9	0
CCn1cc(CNC(=O)c2cccc([N+](=O)[O-])c2)cn1	-2	6	-1	-3	1.6	-2.1	0	0.2	-13
CCc1cc(C(=O)OC)c(NC(=O)c2cc(Br)cs2)s1	3	3	7	2	-0.6	-0.2	-10	2.8	.
CCOC(=O)C1=C(N)OC(CCl)=C(C#N)C1c1ccsc1 (stereo not given)	-5	-5	10	1	-1.1	-2.4	-6	.	-2
Cc1nnc(SCC(=O)NNC(=O)c2ccco2)n1-c1cccc(Cl)c1	18	1	-3	0	.	-2.4	-3	-0.7	3
COCCN1CC(=O)N2C(c3cccc(OC)c3)c3[nH]c4ccccc4c3C[C@H]2C1=O (stereo not given in full)	-5	5	1	3	-0.1	1.8	-11	1.7	1
COC(=O)c1sccc1NC(=O)Nc1ccc(C(C)=O)cc1	.	1	3	-1	8.9	-6.3	16	-0.3	9
Cc1ccc(C)c(N2CCN(C(=O)COc3cc(=O)n(C)c4ccccc34)CC2)c1	2	6	10	2	3.2	-4.5	-8	-0.5	-6
CCN(CC)C(=O)C(=O)Nc1ccc(F)c(Cl)c1	7	-4	-4	-2	.	-0.1	0	2.6	1
COc1ccccc1C(=O)n1nc(-c2cccnc2)nc1N	28	-1	9	3	-1.4	-1.4	-2	.	3
CCC(C)(C(=O)NC1CCCC1)N(C)C(=O)c1ccccn1 (stereo not given)	2	0	7	5	.	-1.9	-5	-0.5	-1
CSc1nc2c(C)c(C)c(C)c(C)c2[nH]1	0	-17	2	-1	.	-3.4	-8	-2.5	3
Cc1ccc(C(=O)c2cc(C)sc2N)cc1	1	-15	4	-3	.	-0.8	-3	4.0	-11
CCCC(CCC)C(=O)NCCN1CCOCC1	6	4	-1	3	-0.9	-1.2	12	-0.1	0
CCCCc1ccc(NC2=NCC(=O)N2CCc2ccccc2)cc1	0	0	-3	0	-0.7	-1.4	0	-1.7	13
CC(C)OC(=O)C(C#N)c1nc2ccccc2nc1N1CCN(Cc2ccccc2)CC1 (stereo not given)	3	-11	-15	-1	-3.0	-3.6	7	-1.1	2
O=C(Nc1ccccc1-c1nc2ccccc2[nH]1)c1ccc(S(=O)(=O)N2CCCCC2)cc1	.	3	13	5	-2.1	-1.8	0	.	-3
COc1cc(/C=N/NC(=O)C(=O)NCC2CCCO2)ccc1OCC(=O)N1CCOCC1 (stereo not given)	3	6	5	0	.	-4.2	-4	0.3	-1
Cc1nn(S(=O)(=O)c2ccccc2)c(C)c1Sc1ccc([N+](=O)[O-])cc1	-1	-7	6	-1	0.9	-0.4	-2	1.1	9
Cc1cc(N(C)NC(=S)Nc2ccccc2)nc(C)n1	8	-6	2	0	.	-2.6	3	0.4	6
CCOc1ccccc1NC(=O)CCNS(=O)(=O)c1cccc2nonc12	1	6	7	2	-1.6	-1.6	2	-0.1	-33
CN(C(=O)c1ccc(NC(=O)Cc2cccc(NC(=O)C3CCN(C(=O)C4CCCC4)CC3)c2)cc1)C1CCCC1	-6	-2	4	1	-0.1	-1.2	-2	-0.4	5
C[C@@H]1CN([C@H](C)CO)S(=O)(=O)c2ccc(Br)cc2O[C@H]1CN(C)C(=O)C1CC1	.	9	8	-1	1.7&0.3&-0.7	-1.9	-13	.	3
COCCN=C1Sc2nc3ccc(C)cc3cc2CN1Cc1cccs1	-4	12	11	5	.	-1.9	-1	0.6	9
O=S(=O)(Nc1cccnc1)c1cccc(Cl)c1	7	1	3	-2	.	0.2	1	-1.0	2
O=C(CN(c1ccc(Cl)cc1)S(=O)(=O)c1ccccc1)N1CCN(c2ccccc2)CC1	-7	-4	-11	-1	0.3	-0.2	-3	2.0	2
COc1ccc(Nc2ncnc3sc(C)cc23)c(OC)c1	-1	1	-1	1	2.2	-3.7	?	4.6	-3
COc1ccccc1CNc1nc(NCCN2CCNC2=O)c2sccc2n1	.	.	13	6	-1.1	-1.1	-4	.	-4
Cc1coc(C)c1C(=O)Nc1ccc2ccccc2c1	.	-2	-5	-2	-0.3	-5.1	-2	.	-3
Cc1ccc(S(=O)(=O)N2CCC(C(=O)OCC(=O)NC3(C#N)CCCCC3)CC2)cc1C	3	-1	-1	-3	1.3	-1.0	-10	-3.0	1
O=C(CSc1ccc2nnc(-c3ccccn3)n2n1)Nc1cccc(F)c1	0	7	-1	-2	5.8	-1.5	1	-0.9	-1
O=C(O)/C=C/c1nc(-c2ccccc2)n2ccccc12	-4	4	10	5	.	2.0	-4	1.1	-4
COCCCC/C(=N\OCCN)c1ccc(C(F)(F)F)cc1	2&-1&1&-8	9&5&7&9&15	6&4&7&14&10	0&5&0&4&1	3.5&4.3&3.7&0.7&2.7	-2.0&-2.5&-2.1&-1.4&0.5	-10&-18&-8&-23&-25	-2.6&2.6&0.3&-0.6	-14&7&-8&3
COc1ccccc1C(=O)COC(=O)c1cccc(-n2cnnn2)c1	-1	3	-3	-3	-1.6	.	-1	0.1	-3
Clc1ccc2c(c1)[C@H]1OCC[C@H]1[C@@H](c1ccco1)N2	5	-5	6	38*	-0.8	-2.1	-6	1.0	-6
Cc1ccc2c(c1)Oc1ccc(NC(=O)CCl)cc1C(=O)N2	-7	2	6	0	.	-5.5	2	2.3	-3
O=C(COC(=O)CNC(=O)c1ccco1)Nc1ncc(Cl)cc1Cl	-11	-8	-7	3	-0.7	-3.3	0	-0.9	2
CC(=O)Nc1cnc(-c2cc(C)c(O)c(C)c2)cn1	.	.	32*	0	0.0	-3.8	3	.	-2
O=S(=O)(c1ccccc1)C(/C=N\O)/C=C/c1ccccc1 (stereo not given)	2	-6	2	5	.	-1.2	-6	4.2	1

Source: PubChem BioAssay (several laboratories)
